VHR inh color: VHR1 phosphatase inhibitors, primary screen, biochemical, colorimetric, HTS | recombinant VHR phosphatase, colorimetric substrate read-out | actives 0.7% (n = 50,000) | inhibition, % at 20 µM | Dual specificity protein phosphatase 3 (Homo sapiens), P51452; in the data active = inhibition above about 60%; also: some results filed as inactive read as strong as hits
Target sequence (P51452 whole entry, looked up): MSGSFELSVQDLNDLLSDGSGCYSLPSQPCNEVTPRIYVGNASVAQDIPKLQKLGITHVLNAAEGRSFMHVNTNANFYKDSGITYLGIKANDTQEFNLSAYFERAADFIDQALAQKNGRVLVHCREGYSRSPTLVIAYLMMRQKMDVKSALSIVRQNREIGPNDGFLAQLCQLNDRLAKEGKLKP
The depositor's hits bear a star. Not all compounds are listed; count on the stated rates, not on these rows.

| Structure | VHR inh color |
| --- | --- |
| Cc1cccc(N2C(=O)C(=O)/C(=C(\O)c3ccccc3)C2c2ccccc2[N+](=O)[O-])c1 (stereo unspecified) | -2.7 |
| CCc1cc(=O)oc2cc(OCC(=O)OC(C)C)ccc12 | -16.6 |
| CC(C)(C)c1cnnn1-c1ccc(C=O)cc1 | -5.8 |
| O=C(/C=C/c1ccc(-c2ccc(Cl)cc2Cl)o1)Nc1ccc(N2CCOCC2)cc1 | -2.0 |
| O=C(Nc1ccccc1O)c1ccc2c(c1)OCCO2 | -28.6 |
| CCOc1ccccc1NC(=O)c1ccccc1[N+](=O)[O-] | -11.8 |
| Brc1ccc2nc(N/N=C/c3ccccc3)nc(-c3ccccc3)c2c1 | 14.1 |
| O=C(Nc1cccc(C(F)(F)F)c1)c1nn2c(c1Br)NC(c1cccs1)CC2C(F)(F)F (stereo unspecified) | -11.3 |
| COc1ccc2ccccc2c1C=Nc1ccccc1 | 5.2 |
| CC(C)(O)C#Cc1ccc(C(=O)NCc2ccccc2)cc1 | -8.8 |
| O=C1Nc2ccc(S(=O)(=O)Nc3ccc(O)c(-c4c(O)ccc5ccccc45)c3)c3cccc1c23 | 5.7 |
| Cc1ccc(N2C(=O)/C(=C/c3ccc(OCC(=O)O)c(Br)c3)C(=O)NC2=S)cc1 | 36.5 |
| CCOc1ccc(C2=C/C(=C/c3ccc(OC)cc3)C(=O)O2)cc1 | 8.2 |
| O=c1c2c3c(sc2n2c(=S)[nH]nc2n1-c1ccccc1)CCCCC3 | 13.2 |
| COc1ccc(C(=O)Nc2ccc(/C=C/C(=O)c3ccccc3)cc2)cc1 | -9.6 |
| NC(=O)CCSc1ccc(Cl)cc1 | -10.4 |
| CN(C)c1ccc(/C=C/C=N/NC(=O)c2ccccc2O)cc1 | -2.3 |
| C\C(=N/N=C/C=C/c1ccco1)C1C(=O)c2ccccc2C1=O | -1.5 |
| CCCOc1ccc(C(=O)Nc2ncc(Cc3cccc(C(F)(F)F)c3)s2)cc1 | 8.3 |
| CC1CN(c2ccc([N+](=O)[O-])cc2)CCN1S(=O)(=O)c1ccccc1 (stereo unspecified) | -13.0 |
| Cc1ccc(-c2ccccc2)n1-c1cccnc1 | 22.5 |
| O=C(CSc1nnc(-c2ccco2)n1-c1ccccc1)c1ccc2c(c1)Cc1ccccc1-2 | 14.2 |
| CCc1ccc(CN2CCN(C(=O)c3cccc(OC)c3)CC2)cc1 | 34.8 |
| COC(=O)c1cc(Cl)c(NC(=O)C(c2ccccc2)c2ccccc2)cc1OC | -3.2 |
| COc1ccc2c(c1)CCC/C2=N\NC(=O)CN(c1ccccc1)S(=O)(=O)c1ccccc1 | -10.3 |
| NNC(=O)c1ccccc1-n1cccc1 | -5.0 |
| COn1c(=O)c(-c2ccccc2)[n+]([O-])c2ccccc21 | -1.2 |
| Cc1ccc(OCC(=O)Nc2ccc(F)cc2)c(Br)c1 | -24.3 |
| COc1ccc(NC(=O)C2c3ccccc3Oc3ccccc32)cc1 | 13.7 |
| COc1ccc(C2Nc3ccccc3C(=O)N2Cc2ccco2)cc1COc1ccc(F)cc1 (stereo unspecified) | 6.3 |
| O=C(Nc1ccc(OC(F)(F)C(F)F)cc1)c1ccc(Cl)c([N+](=O)[O-])c1 | -2.2 |
| O=C(Nc1ccc(S(=O)(=O)Nc2nccs2)cc1)c1cccc(F)c1 | -17.8 |
| COc1cccc(/C=C/C2=NN(c3ccc(F)cc3)C(c3cccc(OC)c3OC)C2)c1OC (stereo unspecified) | -30.2 |
| COC(=O)c1cc(Cl)c(NC(=O)c2ccccc2CCc2ccccc2)cc1OC | -9.4 |
| Cn1cnc2cc(NC(=O)c3ccccc3)ccc21 | 6.3 |
| Cc1cccc(C)c1NC(=O)/C=C/c1ccc2c(c1)OCO2 | 5.4 |
| Cc1ccccc1C(=O)NNC(=O)c1ccc(Cl)cc1 | 2.2 |
| CCOC(=O)c1c(NC(=O)CN2CCN(C)CC2)sc2c1CCC(C)C2 (stereo unspecified) | 12.5 |
| Cn1cccc1-c1cc(C(=O)N/N=C/c2cccc(O)c2)[nH]n1 | 3.7 |
| OC(c1ccc2c(c1)OCO2)c1nc2ccccc2n1Cc1ccccc1 (stereo unspecified) | 9.4 |
| O=C(Cc1ccc([N+](=O)[O-])cc1)Nc1c(Cl)cccc1Cl | 12.8 |
| CC(=O)N(C)C1=C(Cl)C(=O)c2ccccc2C1=O | 9.5 |
| COc1ccc(C(=O)/C=C(\C)c2ccc(OC)cc2)cc1 | 13.7 |
| C=CCOc1ccc(/C=C2\SC(=S)N(c3cccc(C(F)(F)F)c3)C2=O)cc1OC | 17.2 |
| Cc1ccc(C(=O)Nc2sc(C)c(C)c2C(=O)OC(C)C)o1 | 14.0 |
| O=C(Cc1ccccc1)Nc1ccc(Br)cn1 | 78.1 |
| Cc1ccccc1P(=O)(CO)c1ccccc1C | 9.6 |
| Cc1ccc([N+](=O)[O-])cc1-c1ccc(/C=C(\C#N)C(=O)NCc2ccco2)o1 | 27.3 |
| CC(N=Cc1ccccc1O)C12CC3CC(CC(O)(C3)C1)C2 (stereo unspecified) | -3.0 |
| CCOC(=O)c1c(-c2ccccc2)oc2cc(Br)c(OS(C)(=O)=O)cc12 | -0.3 |

The list continues:
| Structure | VHR inh color |
| --- | --- |
| Cc1cc2c(cc1[N+](=O)[O-])-c1c(ssc1=S)C(C)(C)N2 | 4.8 |
| CCCCOC(=O)c1cccc(NC(=O)c2ccc(OC)cc2)c1 | -4.9 |
| COc1cc(OC)cc(C(=O)Nc2ccc(N3CCOCC3)cc2)c1 | -5.4 |
| Cc1nc2ccc(Br)cn2c1C(=O)NN=C1CCCCCC1 | 8.5 |
| CC12CC3CC(O)(C1)CC(C(=O)O)(C3)C2 (stereo unspecified) | -18.1 |
| COC(=O)CCC(C(=O)NC(=O)NC(c1ccccc1)c1ccccc1)N1C(=O)c2ccccc2C1=O (stereo unspecified) | -6.7 |
| CCc1ccc(N2C(=O)NC(=O)/C(=C\c3cc(C)n(-c4cccnc4)c3C)C2=O)cc1 | 0.4 |
| N#CSC(CS(=O)(=O)c1ccccc1)c1ccccc1 (stereo unspecified) | -24.2 |
| O=C(Nc1ccc(-c2nc3ccccc3s2)cc1)c1cc(Br)ccc1Cl | -3.7 |
| CCN(CC)CCCCOc1cccc(OC)c1 | 0.3 |
| N=C1S/C(=C\c2ccc(-c3ccc(F)cc3)o2)C(=O)N1c1ccc2c(c1)OCO2 | -8.6 |
| COc1ccc(/C=C2\SC(N3CCCCCC3)=NC2=O)c(OC)c1 | 47.4 |
| C=CCC(C)(CC=C)NS(=O)(=O)c1ccc(NC(C)=O)cc1 | -10.5 |
| CCOC(=O)c1ccccc1NC(=O)c1ccc(N(Cc2ccc(Cl)cc2)S(C)(=O)=O)cc1 | -20.8 |
| O=C(N/N=C\c1ccc(Cl)c(Cl)c1)c1cnccn1 | -7.5 |
| O=[N+]([O-])c1cc(Cl)cc2c1[nH]c1ccc(Cl)cc12 | -0.1 |
| Cc1ccc(C)c(N2CC(C(=O)Nc3ccc([N+](=O)[O-])cc3)CC2=O)c1 (stereo unspecified) | -9.3 |
| CN1CCN(C(=O)c2cnn3c(C(F)(F)F)cc(-c4ccco4)nc23)CC1 | -28.4 |
| S=C(Nc1ccccc1)Nc1ccc(Br)cn1 | -25.3 |
| Cc1cccc(NCN2C(=O)C3CCCCC3C2=O)c1 (stereo unspecified) | -0.5 |

Exported with each value named: 4 of the compounds above.
> Cc1ccc(C)c(N2CC(C(=O)Nc3ccc([N+](=O)[O-])cc3)CC2=O)c1 (stereo unspecified)
  VHR inh color: -9.3
> CN1CCN(C(=O)c2cnn3c(C(F)(F)F)cc(-c4ccco4)nc23)CC1
  VHR inh color: -28.4
> S=C(Nc1ccccc1)Nc1ccc(Br)cn1
  VHR inh color: -25.3
> Cc1cccc(NCN2C(=O)C3CCCCC3C2=O)c1 (stereo unspecified)
  VHR inh color: -0.5

Returning to the listing, repeating the 5 entries before the break.
| Structure | VHR inh color |
| --- | --- |
| O=[N+]([O-])c1cc(Cl)cc2c1[nH]c1ccc(Cl)cc12 | -0.1 |
| Cc1ccc(C)c(N2CC(C(=O)Nc3ccc([N+](=O)[O-])cc3)CC2=O)c1 (stereo unspecified) | -9.3 |
| CN1CCN(C(=O)c2cnn3c(C(F)(F)F)cc(-c4ccco4)nc23)CC1 | -28.4 |
| S=C(Nc1ccccc1)Nc1ccc(Br)cn1 | -25.3 |
| Cc1cccc(NCN2C(=O)C3CCCCC3C2=O)c1 (stereo unspecified) | -0.5 |
| COc1ccc(NC(=O)C(=O)NCCN2CCN(C(=O)c3ccc(C)cc3)CC2)cc1 | -0.3 |
| O=C(Cn1cc(/C=C2\NC(=S)NC2=O)c2ccccc21)Nc1ccccc1 | -6.3 |
| O=C1C=Cc2ccccc2/C1=N/Oc1ccc2noc3c2c1C(=O)c1ccccc1-3 | -9.9 |
| O=C(c1ccc(C#Cc2ccccc2)cc1)N1CCN(C(=O)c2ccc(C#Cc3ccccc3)cc2)CC1 | 5.5 |
| CC(=O)c1cccc(NC(=O)c2ccc(C(=O)Nc3cccc(C(C)=O)c3)cc2)c1 | -9.9 |
| O=C(COc1ccc(Br)cc1)NCc1ccccn1 | 5.4 |
| COc1cc([N+](=O)[O-])ccc1NC(=O)COc1ccc(Br)cc1 | -1.5 |
| CS(=O)(=O)N1CCN(C(=O)c2ccc(-c3ccccc3)cc2)CC1 | -28.7 |
| Cc1ccc(C(=O)NCCCn2ccnc2)cc1[N+](=O)[O-] | -24.3 |
| Cc1[nH]n(-c2ccc([N+](=O)[O-])cc2)c(=O)c1C=NCCc1c[nH]c2ccccc12 | -9.6 |
| CCCOc1ccc(C(=O)Nc2ccccc2-c2ccccc2)cc1 | 1.8 |
| O=C(O)c1ccccc1S(=O)CCO (stereo unspecified) | -14.5 |
| CN1C(=O)/C(=C/c2c(Cl)cccc2Cl)SC1=S | -14.1 |
| CCn1c2ccccc2c2cc(C=Nc3ccccc3C(N)=O)ccc21 | -24.3 |
| NC1=NC(=O)/C(=C/c2cccc(OS(=O)(=O)c3cccc([N+](=O)[O-])c3)c2)S1 | -2.7 |
| CCCCOc1ccc(S(=O)(=O)n2ccnc2C(C)C)cc1 | -15.6 |
| CC(C)=C1C2CCC1C(C(=O)NCCc1ccccc1)C2C(=O)O (stereo unspecified) | -7.7 |
| Cc1ccc(-n2c(O)c(/C=C3\C=Nc4ccccc43)c(=O)[nH]c2=S)cc1 | 64.4* |
| Cc1ccc(C(=O)Nc2nc(-c3ccc(F)cc3)cs2)cc1 | 11.8 |
| COc1ccc(NC(=O)CN(c2ccc(C)cc2)S(C)(=O)=O)cc1 | 7.2 |
| CCn1nnnc1-c1ccc(OC)c(S(=O)(=O)Nc2ccc(C)c(C)c2)c1 | -15.4 |
| CCCCc1c(C)nc2ccc(OC)cc2c1Cl | -23.6 |
| CC1(C)Cc2nc3nc(NN)n(-c4ccccc4)c(=O)c3cc2CO1 | 18.4 |
| COc1cc2c(cc1NC(=O)CCN1C(=O)c3ccccc3C1=O)oc1ccccc12 | -5.0 |
| O=C1C(=Cc2c(NCCO)nc3ccccn3c2=O)SC(=S)N1Cc1ccco1 | -12.7 |
| CCOc1ccc(CNC23CN4CN(CN(C4)C2)C3)cc1 | 16.5 |
| Cc1cc(OCCCCCn2ccnc2)cc(C)c1Cl | 0.4 |
| CCc1c(O)nc(SCC(=O)Nc2ccc(OC)cc2)[nH]c1=O | 2.8 |
| O=C(O)COc1ccccc1/C=C1/SC(=S)N(NC(=O)c2ccc(Cl)cc2)C1=O | -5.8 |
| Cc1onc(-c2ccccc2)c1C(=O)Nc1cccc(Cl)c1 | 4.7 |
| COc1ccc(Br)cc1C(=O)Nc1ccc(NC(=O)c2ccco2)cc1 | 1.5 |
| O=C(Nc1ccc2nc(SCCOc3ccccc3)sc2c1)c1ccccc1Cl | -3.9 |
| COc1ccc(CC(=O)N2N=C(c3ccc(F)cc3)CC2(O)C(F)(F)F)cc1 (stereo unspecified) | -5.9 |
| O=C(/C=C/c1ccc(Cl)cc1)N1CCN(CCN2C(=O)c3cccc4cccc(c34)C2=O)CC1 | -16.3 |
| Cc1ccc(C)c(Nc2nc3ccccc3c3ccccc23)c1 | 100.0 |
| COc1ccc(C)cc1NC(=O)C(=O)NCc1ccc(C)cc1 | -17.5 |
| Cc1cc(NCc2ccc3c(c2)OCO3)ccc1Br | 15.0 |
| CC(C)(C)Nc1nc(Nc2ccccc2)nc(Nc2ccccc2)n1 | 3.3 |
| CC1=C(C(=O)OCCCc2ccccc2)C(c2ccccc2[N+](=O)[O-])CC(=O)N1 (stereo unspecified) | -4.6 |

4 of the compounds above, field by field.
CC1=C(C(=O)OCCCc2ccccc2)C(c2ccccc2[N+](=O)[O-])CC(=O)N1 (stereo unspecified)
  VHR inh color = -4.6

COc1ccc(CC(=O)N2N=C(c3ccc(F)cc3)CC2(O)C(F)(F)F)cc1 (stereo unspecified)
  VHR inh color = -5.9

Cc1cc(NCc2ccc3c(c2)OCO3)ccc1Br
  VHR inh color = 15.0

O=C(Nc1ccc2nc(SCCOc3ccccc3)sc2c1)c1ccccc1Cl
  VHR inh color = -3.9

Screens: PubChem, Sanford-Burnham Center for Chemical Genomics
